Bioassay records deposited in PubChem BioAssay by National Center for Advancing Translational Sciences (NCATS).
KinaseGlo FLuc – counter-screen: inhibitors of Kinase-Glo firefly luciferase; Potency, µM (titrated, usually from 38.3 µM), inactives show top-dose activity change, negative = inhibition, hits mostly inhibitors; 200,000 tested, 0.28% active; Q27757; Kinase-Glo luciferase, ATP luminescence, 8 min; further: potency means the concentration at half of the fitted maximal effect; on the % scale 0 is the no-effect control and ±100 the full control effect; nearly all actives have a fitted effect of over 60% in size
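Substrate mix (final 50 mM imidazole pH 7.2, 50 mM KCl, 7 mM MgCl2, 10 uM ATP, 0.01% Tween 20, 0.05% BSA) plus pin-tool compound, then Kinase-Glo detection mix; 8 min ambient, luminescence read.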
LMNA splice mod – LMNA splicing modulation | HeLa LMNA splicing GFP/RFP minigene ratio, 48 h | Potency, µM (doses to about 46.1 µM), for inactives: at the top dose ratio change, negative = inhibition, most hits filed as inhibitors | 200,000 tested, 0.01% active | AID 1487; active means well fitted inhibition curve with a large enough effect in the signal ratio, with a control signal flat, not every such curve was filed as active; inconclusive means small, poorly fitted or top-dose-only effect, or effect the other way, or a change in a side signal; the % refers to the signal ratio; further: potency means the concentration at half of the fitted maximal effect; on the % scale 0 is the no-effect control and ±100 the full control effect
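Read-out is the ratio of GFP to DsRed2 object intensity, acquired by 488 nm laser-scanning cytometry on HeLa lamin A-EGFP minigene reporter cells. Compound incubation 48 hrs at 37 °C in Opti-MEM with 2% FBS; DMSO 0.5% final.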
HttQ103 aggreg – inhibitors of mutant huntingtin aggregate formation in PC12 cells; PC12 HttQ103-GFP aggregates, Acumen cytometry, 40 h; Potency, µM (series often up to 46.1 µM), for the others: at the top dose activity change, negative = inhibition, usual class: inhibitors; 220,000 tested, 1.1% active; AID 1688; further: potency means the concentration at half of the fitted maximal effect; on the % scale 0 is the no-effect control and ±100 the full control effect; nearly all actives have a fitted effect of over 60% in size
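Aggregates are detected as GFP objects 1–25 µm with signal 6 STDEV over background in lysates of induced PC12 cells. These carry Huntingtin exon 1 with 103 glutamines fused to GFP under an ecdysone promoter; compounds titrated.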
NPSR antagonist – neuropeptide S receptor (human) antagonism, cAMP. AID 1461. Potency, µM (titrated, usually from 38.3 µM), inactives show at the highest dose activity change, negative = inhibition, usual class: inhibitors. 220,000 tested, 1% active. Q6W5P4. CHO-NPSR cells, cAMP TR-FRET, antagonist mode; further: potency means the concentration at half of the fitted maximal effect; on the % scale 0 is the no-effect control and ±100 the full control effect; nearly all actives have a fitted effect of over 50% in size; many of its hits are not listed in these tables
Target sequence (Q6W5P4 whole entry, looked up): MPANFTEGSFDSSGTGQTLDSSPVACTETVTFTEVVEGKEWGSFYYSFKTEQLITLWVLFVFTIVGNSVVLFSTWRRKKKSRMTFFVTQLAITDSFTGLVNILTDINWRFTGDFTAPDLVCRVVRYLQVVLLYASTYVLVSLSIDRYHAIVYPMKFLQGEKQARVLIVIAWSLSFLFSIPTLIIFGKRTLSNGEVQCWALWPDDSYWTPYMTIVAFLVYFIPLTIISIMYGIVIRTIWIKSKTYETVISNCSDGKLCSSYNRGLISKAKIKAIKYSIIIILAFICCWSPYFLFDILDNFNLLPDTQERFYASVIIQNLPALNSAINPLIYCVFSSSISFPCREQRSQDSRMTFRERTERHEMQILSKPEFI
CBFb-RUNX1 inh – blocks binding between human CBF-beta and RUNX1; AlphaScreen CBFb-His/RUNX1-biotin binding, biochemical; Potency, µM (titrated, usually from 59.8 µM), inactives show top-dose activity, negative = inhibition, usual class: inhibitors; Q01196+Q13951; 230,000 tested, under 10 active; further: % of control where 0% means no effect
Target sequence (Q01196 whole entry, looked up): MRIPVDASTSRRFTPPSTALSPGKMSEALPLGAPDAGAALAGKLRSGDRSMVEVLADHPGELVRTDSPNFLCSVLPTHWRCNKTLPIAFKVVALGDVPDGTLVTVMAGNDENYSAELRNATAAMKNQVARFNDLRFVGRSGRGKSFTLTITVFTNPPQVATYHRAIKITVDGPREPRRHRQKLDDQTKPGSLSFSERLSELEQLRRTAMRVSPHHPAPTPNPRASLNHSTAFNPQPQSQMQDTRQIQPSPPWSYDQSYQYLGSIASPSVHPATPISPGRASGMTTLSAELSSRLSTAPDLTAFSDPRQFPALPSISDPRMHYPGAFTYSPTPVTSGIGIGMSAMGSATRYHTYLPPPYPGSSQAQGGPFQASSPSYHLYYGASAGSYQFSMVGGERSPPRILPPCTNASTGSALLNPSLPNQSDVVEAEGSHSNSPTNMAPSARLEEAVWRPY
Target sequence (Q13951 whole entry, looked up): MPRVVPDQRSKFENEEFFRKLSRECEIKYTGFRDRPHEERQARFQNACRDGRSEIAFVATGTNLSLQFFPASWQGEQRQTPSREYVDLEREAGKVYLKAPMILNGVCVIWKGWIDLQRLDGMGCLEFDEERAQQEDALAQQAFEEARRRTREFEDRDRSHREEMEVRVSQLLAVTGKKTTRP
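CBFb-His/RUNX1-biotin, 30 nM each, preincubated 20 min RT; compound 15 min RT; Ni + streptavidin beads 50 ng each, 90 min RT; AlphaScreen read.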
IMPase Li inh – membrane-permeable IMPase blocker, potentiated with lithium; Potency, µM (top dose mostly 59.4 µM), for the others: at the top dose activity, negative = IMPase inhibition, usual class: inhibitors; 210,000 tested, 0.35% active; AID 1457; CHO-M1 cells, IP1 TR-FRET (IP-One), carbachol + lithium;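 further: IP1 builds up when IMPase is blocked and the TR-FRET signal falls; potency means the concentration at half of the fitted maximal effect; plate controls were basal vehicle for no effect and high inhibitor control for full effect; nearly all actives have a fitted effect of over 50% in size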
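Lithium-sensitised IP1 accumulation assay; M1-expressing CHO cells treated 30 min at 37C with compound. Competitive antibody detection by time-resolved FRET followed a 10 min room-temperature lysis step.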
Epigenetic reg – epigenetic control regulation, reporter derepression | Potency, µM (top dose mostly 53.9 µM), inactives show at the highest dose GFP activation, usual class: activators | 280,000 tested, 0.2% active | murine LDR cells, GFP reporter derepression, 30 h; further: potency means the concentration at half of the fitted maximal effect; % of control where 0% means no effect; nearly all actives have a fitted effect of over 60% in size
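GFP-positive cell count by laser-scanning cytometry (objects 20–120 um) after 30 h, 37 C compound exposure of murine LDR cells; reporter is CMV-GFP integrated at a silenced locus, inducible by HDAC or DNMT inhibitors.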
* marks the source's active call; other numbers are inactive results; ? = inconclusive; . = not tested or not shown; & = joins results of further samples; [ ] = dose if it differs, or a comment. Unless noted, the call rests on the fitted dose curve; in most records, active means well fitted curve in the direction sought with a large enough effect; inconclusive means small, poorly fitted or top-dose-only effect, or another doubt; inactive means no such curve, though single readings can be large; an effect the other way counts as inactive or inconclusive. An excerpt, so the mix of outcomes need not match the whole.

smiles	LMNA splice mod	CBFb-RUNX1 inh	Epigenetic reg	KinaseGlo FLuc	HttQ103 aggreg	IMPase Li inh	NPSR antagonist
CNc1ncnc2c1ncn2[C@@H]1O[C@H](COP(=O)(O)O)[C@@H](O)[C@H]1O	.	-2%	1.1%	.	.	-27%	.
CC(Sc1nc(O)c(-c2ccccc2)c(=O)[nH]1)C(=O)Nc1ccc(Cl)cc1 (stereo not drawn)	.	3%	3.8%	-2%	3%[9.22 µM]	3%	-8%
CCN(CC)C(=O)C(=O)c1cccn1-c1cccc(Cl)c1C#N	7%	8%	-3.9%	16%	3%	29%[38.3 µM]	-10%[46.1 µM]
Cc1ccc(S(=O)(=O)N2CCCCC2)cc1C(=O)OCC(=O)NC(=O)NC12CC3CC(CC(C3)C1)C2	8%	4%	0.9%	4%	20%	6%	-8%
CCCNC(=O)COC(=O)/C=C/c1ccc(C)o1	?	6%	-0.3%	4%	18%	12%	6%
COC(=O)CN(CCc1ccccc1)S(=O)(=O)c1ccc(OC)c(OC)c1	-3%	1%	-0.7%	20%	-10%	11%[38.3 µM]	-6%[46.1 µM]
Fc1ccc(-c2ccnc3nc(-n4cccc4)nn23)cc1	?	4%	-0.9%	-5%	12%	?	8%[46.1 µM]
Fc1cccc(CSc2nc3ncccc3[nH]2)c1	?	-4%	1.9%	-10%	9%	-6%[38.3 µM]	-11%[46.1 µM]
Cc1ccc(S(=O)(=O)c2nc(C)c3c(n2)CCC3)cc1	-1%	-4%	-9.3%	-4%	-2%	0%	-9%[46.1 µM]
NNC(=O)c1ccc(O)cc1O	-2%	-9%	0.0%	0%	6%	0%	6%
CCOC(=O)CC1Sc2ccccc2NC1=S (stereo not drawn)	1%[46 µM]	12%	2.2%	.	-9%[9.22 µM]	.	24%
O=Cc1ccc(-c2ccccc2C(=O)O)o1	?	2%	0.0%	-1%	17%[9.22 µM]	-1%	-4%
CC(C)[C@@H](N)C(=O)N/N=C/c1ccc2nccnc2c1	.	6%	0.9%	.	-3%[9.22 µM]	.	5%
C=CCOc1ccc(C2/C(=C(\O)c3ccc(F)cc3)C(=O)C(=O)N2CCCN(C)C)cc1 (stereo not drawn)	3%	10%	-0.8%	-2%	0%	-15%[38.3 µM]	1%[46.1 µM]
Cc1c(C#N)c(NC(=O)C(C)C)n(Cc2ccccc2)c1C	-15%[46 µM]	-2%	-6.2%	2%	23%	13%	-6%
CCc1c(C(=O)Nc2ncn(Cc3cccc(C)c3)n2)csc1C	-7%	-10%	-0.8%	2%	3%	0%	13%[46.1 µM]
CCOc1ccccc1NS(=O)(=O)c1cccs1	5%	1%	1.0%	3%	-6%	21%[38.3 µM]	-2%[46.1 µM]
COc1cccc2c(O)cc(=O)n(C)c12	-2%	-3%	-1.8%	-2%	12%	24%	-4%
COCCNC(=S)N/N=C(\C)c1ccccc1O	?	-21%	4.5µM*	3%	-5%	0%	-23%
COc1ccc(C2CC(C(F)(F)F)n3nc(C(=O)N(C)Cc4cn(C)nc4C)c(Cl)c3N2)cc1 (stereo not drawn)	3%	-2%	-1.1%	-1%	-8%	6%[38.3 µM]	-12%[46.1 µM]
CCOC(=O)c1cccc(NC(=O)CSc2nnc(-c3ccoc3C)n2CC)c1	-2%	-11%	-3.2%	.	-7%	.	-8%[46.1 µM]
O=Cc1ccc(Sc2ncccn2)o1	12%[9.22 µM]	0%	0.0%	-3%	-7%	2%	12%
O=C(NCc1ccccc1)C1Cc2ccccc2CN1C(=O)c1ccco1 (stereo not drawn)	5%[46 µM]	-2%	-0.2%	1%	-29%	-2%	-13%
CN(Cc1nc(Cc2cccc(C(F)(F)F)c2)no1)C1CC(C)(C)NC(C)(C)C1	-7%[46 µM]	3%	8.8%	-1%	1%[9.22 µM]	-6%	0%
Cc1cc(C)c(NS(=O)(=O)c2ccc(Cl)c(C(=O)O)c2)c(C)c1	8%	1%	0.0%	0%	5%	9%[38.3 µM]	-27%[46.1 µM]
COc1ccccc1NC(=S)N1CCC(c2nc3ccccc3o2)CC1	-10%	10%	-1.0%	2%	19%	6%	14%
O=C(CN1CCN(c2ncc(C(F)(F)F)cc2Cl)CC1)N1CCN(c2ncc(C(F)(F)F)cc2Cl)CC1	-9%	-1%	2.9%	-4%	-28%	13%[38.3 µM]	?
Nc1ccc2oc3ccc(N)cc3c(=O)c2c1	-26%	-3%	-2.1%	-5%	3%	30%[38.3 µM]	-13%[46.1 µM]
CC(=O)N[C@@H](CSC/C=C(\C)CC/C=C(\C)CC/C=C(\C)CCC=C(C)C)C(=O)O	.	-3%&4%&9%	0.0%&1.9%&-1.1%	0%	.	3%&-5%&-7%	.
CCCCCc1c2c(cc(O)c1C(=O)O)OC(=O)c1cc(C(=O)CCCC)c(OC)cc1O2	.	17%	1.1%	-2%	.	18%	.
O=c1nc(-c2ccccc2)n(-c2ccccc2)[nH]1	?	7%	-2.2%	0%	9%	-10%	-1%
Nc1c(-c2ccccc2)cnc2ncnn12	7%	2%	0.0%	-4%	11%	-5%[38.3 µM]	-3%[46.1 µM]
C=CCN(CC=C)C(=O)c1ccc(OC2CCN(Cc3ccccn3)CC2)cc1	.	11%	0.1%	0%	1%[9.22 µM]	16%	-14%
Cn1nc(N)c2c(-c3ccccc3)c(C#N)c(N)nc21	?	-1%	1.0%	-1%	-15%	0%	14%
Cc1c(NC(=O)CSc2nnc(Nc3ccccc3)s2)c(=O)n(-c2ccccc2)n1C	-3%	2%	-0.8%	-2%	-1%	-1%	9%
Cc1cc(C(=O)N/N=C/c2ccc(N(C)C)cc2)c2ccccc2n1	.	-6%	-3.7%	-2%	-11%	-2%	?
CC(=O)c1cccc(N(C(=O)Cn2nnc3ccccc32)C(C(=O)NC2CCCCC2)c2cn(C)nc2C)c1 (stereo not drawn)	-3%	-8%	0.1%	0%	31%	20%[38.3 µM]	-10%[46.1 µM]
CCn1c(=O)c(C(=O)CC#N)c(N)n(Cc2ccccc2)c1=O	.	0%	0.5%	.	12%[9.22 µM]	.	-5%
O=C(C1CCCCC1)N1CCCn2c1nc1ccccc12	5%	3%	0.0%	-4%	20%	15%[38.3 µM]	-5%[46.1 µM]
CC(c1ccccn1)N(CCN(C)C)C(=S)Nc1ccccc1F (stereo not drawn)	-7%	?	2.2%	-2%	15%	21%[38.3 µM]	0%[46.1 µM]
O=C(CN1CCc2ccccc21)NCc1ccccc1Cl	-12%	-5%	0.0%	.	2%	.	-5%[46.1 µM]
CCO[C@@H]1OC(C(=O)NC2CC2)=C[C@H](C2CC2)[C@H]1CCCO	.	2%	-1.9%	.	-13%[9.22 µM]	.	5%
CC(=O)Nc1ccc(OC(=O)c2ccc(Cl)cc2)cc1	-1%	-13%	-1.0%	-4%	-4%	-6%	10%
CCn1ccnc1CN1CCN(CC(C)C)C(CCO)C1 (stereo not drawn)	.	17%	-2.9%	7%	4%	5%	-12%
O=c1[nH]c2ccccc2n1C1CCCCC1	-8%	1%	0.1%	0%	-13%	5%[38.3 µM]	-5%[46.1 µM]
Cc1ccc([N+](=O)[O-])cc1S(=O)(=O)N(C)C	?	21%&-11%&-6%&3%	-1.2%&-0.1%&4.1%	-1%&1%&-5%	.	10%&9%&-1%	-11%&-3%[46.1 µM]
CC(=O)c1cnc2nc(C(F)(F)F)nn2c1C	9%	5%	0.0%	1%	-3%	15%[38.3 µM]	14%[46.1 µM]
COc1cccc(/C=N/Nc2nnc(C)n2N)c1OCc1ccccc1Cl	-12%	-19%	3.4%	.	-1%	.	-7%[46.1 µM]
CCCC[C@@H]1C[C@H]1C(NC(=O)c1cccs1)c1ccccc1C(F)(F)F (stereo partly drawn)	.	6%	-2.6%	-1%	.	-2%	.
CCn1c(SCC(=O)Nc2ccc(Cl)cc2)nnc1C1CC1	10%	-2%[2.36 µM]	0.5%	-1%	-2%	9%	4%
Cc1ccc(-n2c(C)cc(/C=N/NC(=O)c3ccncc3)c2C)cc1	?	7%	0.0%	-6%	-12%	8%	18%[46.1 µM]
CCNS(=O)(=O)c1ccc(NC(=O)c2cncc(Br)c2)cc1	-11%	-9%	-1.3%	-6%	-27%	3%	-3%
NS(=O)(=O)c1ccc(S(=O)(=O)N(Cc2ccccc2F)CC2CCCO2)cc1 (stereo not drawn)	5%	-1%	-1.0%	2%	-4%	5%[38.3 µM]	-14%[46.1 µM]
COc1ccc(C2/C(=C(\O)c3cccc(OC)c3)C(=O)C(=O)N2c2ccccn2)cc1 (stereo not drawn)	-2%	-2%	-1.1%	1%	9%	-22%[38.3 µM]	-13%[46.1 µM]
COc1ccc(/C=N/NC(=O)C2c3ccccc3Oc3ccccc32)c(OC)c1	-10%	12%	-3.2%	0%	4%	8%	0%[46.1 µM]
COC(=O)c1cc(COc2ccc3oc(C)c(C(=O)OC)c3c2)c(C)o1	?	17%	0.0%	25%	-16%	32%[activator][38.3 µM]	-26%[46.1 µM]
O=C(c1ccc(Cl)cc1)C1CCN(C(=O)C2CC2)CC1	2%	1%	-2.3%	-4%	-8%	-14%[38.3 µM]	-13%[46.1 µM]
Cc1nc(-c2ccccc2)sc1C(=O)NN	?	-8%	0.0%	-4%	-27%	-9%	18%
COc1ccc(NC(=O)CSc2nnc(-c3ccccc3)n2Cc2ccco2)c(OC)c1	-5%	-15%	-2.0%	0%	1%	5%[38.3 µM]	-13%[46.1 µM]
CC(C)c1nc(SCC(=O)N2CCc3ccccc32)n[nH]1	11%[46 µM]	0%	-1.1%	2%	-15%	-7%	10%
COc1cccc(OC)c1OCCCCN1CCC(Cc2ccccc2)CC1	-19%[46 µM]	8%	-0.1%	-1%	12%	26%	-20%
